PERK inh = inhibitors of human PERK kinase | inhibition, % at 5.6 µM | hit rate 0.17% among 220,000 | Q9NZJ5 | CHO PERK-DD fusion, SEAP luminescence translation reporter | AID 1416;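 active means inhibition above the mean inhibition of all tested compounds plus 3 SD, set separately per screening campaign, cut at about 2.9% in these data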;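 further: PERK kinase domain activated by AP20187 dimerizer at 100 nM; 0% = DMSO with dimerizer and 100% = rapamycin at 8.4 µM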
TNF death inh = TNF-alpha cell death inhibition in Jurkat FADD-/- cells; Jurkat FADD-/- TNF necroptosis rescue, ATP luminescence, 24 h; 0 = TNF only, 100 = no-TNF cells; activation (protection from cell death), % at 10 µM; hit rate 0.068% among 220,000;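 active means activation, meaning protection from cell death, of at least 50% relative to plate controls; inactive means activation below 50%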;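 further: necroptosis triggered by 40 ng/mL TNF-alpha added together with compound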
Rad51 HR inh = Rad51 (human) homologous recombination inhibition | hRad51 DNA strand exchange, fluorescence dequenching | Q06609 | inhibition, % at 10 µM | hit rate 0.085% among 200,000;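 active means inhibition above 40% at the single screening dose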;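 further: 0% = DMSO control wells and 100% = blanks with heterologous ssDNA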
Target sequence (Q06609 whole entry, looked up): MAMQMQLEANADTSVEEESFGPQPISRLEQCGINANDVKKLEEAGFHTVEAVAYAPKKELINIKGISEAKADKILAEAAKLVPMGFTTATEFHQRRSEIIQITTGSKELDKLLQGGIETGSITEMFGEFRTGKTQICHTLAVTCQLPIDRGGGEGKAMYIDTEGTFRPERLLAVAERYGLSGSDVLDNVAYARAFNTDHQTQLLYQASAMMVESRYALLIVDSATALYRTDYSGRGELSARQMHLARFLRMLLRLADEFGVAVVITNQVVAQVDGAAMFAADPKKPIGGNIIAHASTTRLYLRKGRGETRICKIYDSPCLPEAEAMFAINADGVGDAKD
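Material: hRad51 filaments on single-stranded DNA; Reagent: Donor/quencher-labelled 47-bp dsDNA substrate; Compound: 10 µM final, single point; Schedule: 37 °C 15-min filament assembly, 30-min compound preincubation, 15-min exchange; Technique: FRET fluorescence, excitation 485 nm, emission 520 nm; Benchmarks: control wells and blank wells on each plate.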
KCC2 mod = modulators of human KCC2 chloride dependent transport | B-score of Tl+ flux slope (higher = more flux/activation; lower = inhibition) at 10 µM | hit rate 2.2% among 190,000 | Q9H2X9 | KCC2 cells, thallium flux FluoZin-2 fluorescence;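 active means thallium flux slope and its plate-corrected score both differing from the plate sample mean at a set confidence after two filtering rounds, in either direction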;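 further: slope of fluorescence scaled to starting intensity during 10 to 20 s after thallium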
EBV gp42 block = EBV gp42 inhibition; inhibition, % (tested at 21.74 µM); Q1HVG2; Fluorescence polarization binding assay, mP read-out; hit rate 0.42% among 220,000; in the data active means inhibition above about 50%
Target sequence (Q1HVG2 whole entry, looked up): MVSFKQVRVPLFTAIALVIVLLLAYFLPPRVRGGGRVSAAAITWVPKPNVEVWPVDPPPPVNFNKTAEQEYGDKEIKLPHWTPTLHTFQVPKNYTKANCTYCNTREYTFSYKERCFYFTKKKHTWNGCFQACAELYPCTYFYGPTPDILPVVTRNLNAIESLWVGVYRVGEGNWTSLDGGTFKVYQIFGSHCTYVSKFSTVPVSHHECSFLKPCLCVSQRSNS
Calpain2 inh = inhibitors of pig calpain II; inhibition, % at 16 µM; hit rate 0.37% among 220,000; purified calpain II, fluorogenic peptide substrate, 30 min;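 active means inhibition above about 50%, limit read from the data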
Mdm2 ligase inh = Mdm2 E3 ligase (human) inhibition; Q00987; cell-based MDM2 ubiquitination luciferase reporter, 2 h; 0 = plate control, 100 = twice control, blank-subtracted; signal enhancement, % at 5 µM; hit rate 0.11% among 210,000;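 active means signal enhancement of 30% or more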;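 further: luminescence tracks abundance of the self-degrading MDM2-luciferase fusion protein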
Target sequence (Q00987 whole entry, looked up, the tested form may be a part): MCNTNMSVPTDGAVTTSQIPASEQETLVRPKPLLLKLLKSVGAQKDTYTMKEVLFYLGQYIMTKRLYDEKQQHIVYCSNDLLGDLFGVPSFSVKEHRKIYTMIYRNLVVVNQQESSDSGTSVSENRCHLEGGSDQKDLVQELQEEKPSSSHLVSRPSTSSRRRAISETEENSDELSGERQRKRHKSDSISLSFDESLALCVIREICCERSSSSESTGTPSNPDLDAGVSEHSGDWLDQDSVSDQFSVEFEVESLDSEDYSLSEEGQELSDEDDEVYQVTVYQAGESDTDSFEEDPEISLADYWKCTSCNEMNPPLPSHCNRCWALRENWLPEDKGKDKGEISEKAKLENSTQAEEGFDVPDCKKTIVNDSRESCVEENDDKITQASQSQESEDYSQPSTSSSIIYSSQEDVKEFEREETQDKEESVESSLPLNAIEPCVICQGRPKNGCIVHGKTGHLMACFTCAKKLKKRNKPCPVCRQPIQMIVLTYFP
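Timing – 2 h compound exposure at 37 °C · Assay system – mammalian cells stably expressing self-ubiquitinating, self-degrading MDM2 E3–luciferase fusion · Amount – 2000 cells seeded into each well · Measure – % luminescence enhancement versus blank-corrected plate control mean · Measured by – SteadyLite luminescence, 15 min reagent step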
eIF4E-4G inh = blocks eIF4E binding to eIF4G | P63073+Q04637 | TR-FRET eIF4E-eIF4GI(517-606) binding, 2 h | inhibition, % at 21.7 µM | hit rate 0.37% among 220,000 | AID 782;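 active means inhibition above about 30%, limit read from the data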;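 further: 0% = full FRET control wells and 100% = background wells lacking eIF4GI fragment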
L929 necroptosis = L929 zVAD cell death inhibition. L929 zVAD necroptosis rescue, ATP luminescence, 24 h; with zVAD 60 µM. viability rescue, % at 10 µM. hit rate 0.38% among 220,000. AID 1377;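 active means activation, scaled between plate controls, above about 75%, limit read from the data; inactive means activation under that limit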;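 further: 0% = zVAD with DMSO and 100% = DMSO alone without zVAD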
Numbers without * were called inactive; i = inactive; . = not tested or not shown; [ ] = dose if it differs, or a comment.

SMILES | PERK inh | TNF death inh | Rad51 HR inh | KCC2 mod | EBV gp42 block | Calpain2 inh | Mdm2 ligase inh | eIF4E-4G inh | L929 necroptosis
COc1ccccc1Nc1nc2c(C)cccc2cc1C#N | 0.6 | -1.0 | 4.3 | 0.45 | 1.8 | -47.9 | 1.3 | -2.3 | -0.1
Cc1noc(C)c1CC(=O)N1CCCC(C(=O)c2ccc(C(C)(C)C)cc2)C1 (configuration not stated) | -0.7 | 1.3 | . | -1.39 | -4.8 | 28.2 | 1.5 | -4.7 | 0.9
CC(C)(C)NC(=O)C(=O)NNC(=O)c1ccccc1 | -1.0 | -2.5 | . | 3.69* | -9.2 | 3.8 | 12.6 | -0.1 | -0.5
CC(=O)C1C(c2ccc(OC(F)F)cc2)NC(=O)NC1(O)C(F)(F)F (configuration not stated) | 0.5 | 1.5 | 2.4 | -0.799 | -1.2 | -35.0 | -9.2 | 0.2 | 1.0
Cc1sc2ncnc(-n3cnc4ccccc43)c2c1C | -1.0 | -2.8 | 11.0 | -1.66 | -6.8 | -51.7 | -4.5 | 14.6 | -0.1
COc1ccc2c(c1OC)C(=O)N(c1cccc(C(F)(F)F)c1)C2 | 0.2 | 0.0 | 4.1 | . | -4.0 | -35.5 | -22.5 | -4.4 | 0.2
Cc1cc2c3c(c1C)C1(C(=O)N3C(C)(C)CC2C)C(C#N)=C(N)Oc2cc(O)ccc21 (configuration not stated) | -0.2 | -7.0 | -0.5 | 0.468 | 15.0 | -89.5 | -7.1 | 5.4 | 0.3
C#CCNC(=O)C1=C[C@H](C)[C@@H](CCCO)[C@H](OCC)O1 | 1.0 | 0.2 | 0.9 | 0.0908 | -10.3 | -16.9 | . | 0.9 | 0.5
COC(=O)C(CO)NC(=O)C(C)NC(=O)CNC(=O)OCc1ccccc1 (configuration not stated) | 1.2 | 0.6 | -1.3 | -0.00576 | 3.0 | 8.0 | -1.2 | 1.0 | 1.2
Cc1ccc(Cn2nnc3c(=O)n(CC(=O)N4CCCc5ccccc54)cnc32)cc1 | -0.1 | -1.5 | -0.2 | -2.66 | -11.1 | -16.5 | 3.3 | 6.2 | 0.2
O=C(N/N=C1\CC2CC=CC12)c1ccccc1Cl (configuration not stated) | -0.2 | 1.7 | 0.7 | 0.35 | 1.1 | -26.6 | 2.8 | -3.2 | 5.1
Cc1cccc(C)c1NC(=O)C1(N(Cc2ccco2)C(=O)CC2NC(=O)NC2=O)CCCC1 (configuration not stated) | 0.1 | -0.8 | -0.7 | 0.0848 | -17.1 | -16.6 | . | 0.6 | -0.2
O=C(CNc1ccc(Oc2ccccc2)cc1)N1CCOCC1 | 0.9 | -0.8 | 4.0 | -0.452 | -14.5 | 37.0 | -4.8 | -5.0[fluorescence artefact?] | 0.8
O=C(COC(=O)c1ccccn1)Nc1ccc(S(=O)(=O)N2CCOCC2)cc1 | 0.5 | -1.1 | -7.5 | 1.03 | -20.0 | -19.2 | -19.4 | -0.7 | -0.1
COc1ccc(S(=O)(=O)Nc2ccc(N3CCOCC3)cc2)cc1Br | -1.4 | 0.3 | -0.8 | 0.128 | -16.6 | -0.6 | -4.4 | -7.0 | -0.8
CCCCOc1ccc(-n2nc(C)cc2C)nn1 | 0.9 | 0.0 | 3.8 | -0.0255 | -10.1 | 13.3 | 4.6 | 5.7 | 0.1
O=C(COC(=O)/C=C/c1cccc([N+](=O)[O-])c1)NCC1CCCO1 (configuration not stated) | -0.1 | -0.3 | -0.5 | 0.254 | -8.6 | 23.7 | -7.8 | 0.2 | 1.9
COc1cc2[nH]c(=S)n(C3CC3)c(=O)c2cc1OC | -0.1 | 0.0 | 2.9 | -1.32 | 1.3 | -17.4 | 2.2 | 0.1 | 12.8
CCOc1cc(C(=O)Nc2ccc(N3CCN(S(C)(=O)=O)CC3)cc2)cc(OCC)c1OCC | -0.2 | 0.8 | -5.9 | . | -0.6 | -27.4 | -0.3 | -3.8[fluorescence artefact?] | 0.1
COc1ccccc1/C=C/C=C1\Oc2c(ccc(O)c2CN(C)C)C1=O | -2.1 | -11.3 | -492.1 | i | -43.4 | -13.8 | -18.3 | -2.3 | 0.6
CCOc1cc(CNc2ccc3c(c2)OCCO3)cc(Br)c1OCC | -0.7 | -18.7 | 5.8 | -0.183 | 8.1 | 12.9 | -45.7 | 3.1 | -0.2
CCCCCCCC(=O)N/N=C(\C)c1ccc(N)cc1 | 1.8 | -2.3 | . | -0.251 | -8.8 | 8.9 | -27.4 | 1.1 | 0.1
CCOC(=O)N1CCN(S(=O)(=O)c2ccc(F)cc2)CC1 | -0.2 | -2.6 | -1.0 | . | -17.9 | 0.2 | -28.0 | -6.1 | 0.1
C/C(=N/Oc1nc(C)cc(C)n1)c1ccc(Br)cc1 | -0.8 | 1.8 | 2.1 | . | 2.9 | 4.1 | -14.8 | 3.6 | 2.5
O=C(NC1CCSC1=O)c1cccc(Cl)c1 (configuration not stated) | 0.1 | -0.1 | 6.2 | 1.75 | -5.7 | 3.4 | -12.2 | -5.5 | 2.3
CC(C)CC(COCc1ccc(C(F)(F)F)cc1)N1CCN(C(=O)c2ccc(C(F)(F)F)cc2)CCC1=O (configuration not stated) | -0.7 | -0.2 | -4.4 | 0.0438 | -11.0 | 9.1 | . | 1.1 | -0.1
O=C(CC1C(=O)NCCN1Cc1cccc(Oc2ccccc2)c1)NCCc1cnccn1 (configuration not stated) | -0.6 | 1.6 | 5.5 | 0.056 | 11.2 | -23.4 | 0.0 | -0.1 | 1.3
Cc1cc(=O)[nH]c(SCc2csc(-c3ccccc3)n2)n1 | -0.1 | 0.4 | -1.3 | -1.44 | -17.6 | 4.0 | -4.8 | -0.3 | 1.8
Cc1cc(=O)oc(C)c1C(=O)Nc1c(C)n(C)n(-c2ccccc2)c1=O | 1.3 | -3.1 | -1.3 | 0.0362 | -14.6 | -1.2 | 17.2 | 5.5 | -0.2
CCCC(=O)Oc1ccc(N(C(=O)CCC)S(=O)(=O)c2cccs2)cc1 | 0.8 | 1.6 | 2.7 | -1.11 | -4.4 | -19.7 | -3.5 | -0.2 | 0.6
COc1ccc(OC)c(Nc2cc(C)nc3ccccc23)c1 | -0.6 | -4.6 | -1.1 | -1.1 | -7.0 | -24.5 | -11.6 | 1.1 | 0.1
CS(=O)(=O)c1ccc2nc(NC(NC(=O)c3ccco3)(C(F)(F)F)C(F)(F)F)sc2c1 | -0.7 | 1.6 | . | 0.0138 | -1.7 | -7.0 | -2.9 | 4.1 | -0.2
CC1(C)N(OCc2ccccc2)C(=O)C(=O)N(OCc2ccccc2)C1(C)C | -0.2 | 0.3 | . | . | 2.5 | 25.5 | -16.6 | 1.1 | 0.8
CCC(CO)[n+]1c(C)cc(/C=C2\Sc3ccccc3N2Cc2ccccc2)cc1C (configuration not stated) | -0.5 | -0.7 | -161.2 | i | -135.6 | -36.4 | -32.9 | -3.8 | 1.1
Cc1cc(N2CCN(C)CC2)nc2ccc(NC(=S)NC3CC3)cc12 | -0.3 | -0.3 | 4.0 | -1.1 | -5.0 | -30.2 | -10.0 | -2.3 | 42.8
CCc1ccc(/C=N/NC(=O)c2cc(C3CC3)nc3ccc(Br)cc23)s1 | 0.7 | -15.9 | 4.5 | 0.94 | -17.7 | -25.4 | -8.7 | 6.2 | -1.4
CCOC(=O)c1c(C)[nH]c(C(=O)COC(=O)c2ccc(O)cc2O)c1C | 0.3 | -4.1 | -21.4 | 2.33 | -14.6 | 5.6 | -16.7 | -6.8 | 1.8
Cc1cc(C)n(S(=O)(=O)c2ccc(C)c(C)c2C)n1 | 0.7 | -1.0 | -3.5 | . | -3.3 | -26.8 | -7.8 | 8.5 | -0.1
COc1nc(NS(=O)(=O)c2ccc(C)cc2)nc(C)c1Cl | 0.5 | -0.6 | 6.4 | 0.152 | -9.8 | 15.9 | -2.2 | -7.2 | 0.4
COCCN(CCOC)c1cc(C)c(C#N)c2nc3ccccc3n12 | -0.6 | -2.3 | 12.2 | -0.213 | -3.7 | i | -7.5 | -3.1 | -1.1
CC(=O)NC(C)c1nc2ccccc2n1CC(=O)N1C(C)CCCC1C (configuration not stated) | -0.5 | 0.1 | 0.8 | 0.0468 | -7.7 | 3.9 | -22.7 | -1.8 | 0.9
COc1ccc(/C=N/NC(=O)c2ccc(CSc3nncn3C)cc2)cc1OC | 1.4 | -0.4 | -0.1 | -0.498 | -11.1 | 11.5 | -5.1 | 1.3 | 2.3
COc1cc(C(=O)NC(=S)Nc2ccc(N3CCCC3)cc2)cc(OC)c1OC | -0.6 | -1.6 | -4.5 | -0.155 | -12.2 | 14.5 | -11.6 | 1.5 | -0.9
COCCNC(=O)c1ccc2c3n(nc2c1)-c1ccccc1CO3 | . | -3.6 | 14.5 | -0.789 | -18.2 | -119.8 | 9.0 | -2.2 | -0.7
O=C(NCCN1CCc2ccccc2C1)Nc1ccc([N+](=O)[O-])cc1 | 0.1 | 2.3 | -3.6 | -1.42 | -1.6 | 40.8 | -13.1 | -0.6 | -0.5
COc1ccc(CCN2C(=O)C(Oc3ccccc3C)C2c2ccc3c(c2)OCO3)cc1 (configuration not stated) | 0.7 | 1.8 | 11.3 | 0.801 | -2.6 | 4.0 | -0.9 | 2.0 | 0.3
COC(=O)Cc1[nH]nc2c1C(c1ccc(O)c(OC)c1)C(C#N)=C(N)O2 (configuration not stated) | 1.3 | -0.9 | 0.6 | 0.0307 | -17.8 | -21.5 | . | -12.4 | -0.7
O=C(CCl)Nc1cccc(-c2cnc3ccccc3n2)c1 | -0.3 | -10.5 | -3.0 | . | -6.2 | -2.3 | -21.6 | 4.5 | 24.1
O=C(NC(=S)Nc1nc(-c2cccc([N+](=O)[O-])c2)cs1)c1cc(Cl)ccc1Cl | 1.2 | -0.2 | 1.1 | 6.07* | -18.7 | -9.8 | 5.7 | -0.9 | 1.4
CN(C(=O)/C=C/c1ccco1)c1ccccc1C(=O)O | 2.1 | 0.5 | . | 0.851 | -12.1 | -15.2 | 1.1 | 1.3 | -0.7
COC(=O)C1=C(N)Oc2cc(C)n(CC3CCCO3)c(=O)c2C1c1ccc(Cl)c(Cl)c1 (configuration not stated) | -1.0 | -2.4 | 1.3 | -1.93 | -19.4 | -72.6 | -17.2 | 3.6 | -0.1
CC(=O)Nc1cc2c(cc1[N+](=O)[O-])OCCO2 | 1.3 | 0.3 | -46.6 | -1.27 | -13.1 | 20.0 | -19.0 | -0.6 | 1.1
Cc1ccc(NCC(=O)N=Nc2c(O)[nH]c3ccc([N+](=O)[O-])cc23)cc1 | 0.1 | -0.2 | 15.7 | . | -23.0 | 7.2 | -4.3 | -3.1 | 1.8

3 of the entries above in order of their number in PERK inh, largest number first:
canonical_smiles | PERK inh | Rad51 HR inh | KCC2 mod | EBV gp42 block | Calpain2 inh | eIF4E-4G inh
CN(C(=O)/C=C/c1ccco1)c1ccccc1C(=O)O | 2.1 | . | 0.851 | -12.1 | -15.2 | 1.3
CC(=O)Nc1cc2c(cc1[N+](=O)[O-])OCCO2 | 1.3 | -46.6 | -1.27 | -13.1 | 20.0 | -0.6
COC(=O)C1=C(N)Oc2cc(C)n(CC3CCCO3)c(=O)c2C1c1ccc(Cl)c(Cl)c1 (configuration not stated) | -1.0 | 1.3 | -1.93 | -19.4 | -72.6 | 3.6

Screening data: PubChem BioAssay, several laboratories

This is a random part of the collection (roughly 3.6% active in at least one column).
